Screening results: PubChem BioAssay, Sanford-Burnham Center for Chemical Genomics
tim23-1 inh: growth inhibitors of tim23-1 mutant yeast | S. cerevisiae tim23-1 growth, BacTiter-Glo luminescence, 24 h | inhibition, % at 20 µM | AID 463212 | hit rate 1.3% among 330,000;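 active means growth inhibition of the mutant yeast at or above 50%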;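 further: temperature-sensitive mutant grown at 25 °C; plate controls were DMSO-treated mutant yeast for no effect and medium wells lacking yeast for full effect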
APJ agonist: activates the human apelin receptor APJ; CHO-K1 APJ PathHunter beta-arrestin, luminescence; 0% DMSO wells, 100% apelin; AID 2520; activation, % at 20 µM; hit rate 0.11% among 330,000;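 active means activation more than six SD over the plate average, tested at 20 µM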;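 further: 0% = DMSO alone and 100% = apelin-13 at 10 nM; some results filed as inactive read as strong as hits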
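Assay system: engineered CHO-K1 APJ arrestin reporter cells; Amount: 1000 CHO-K1 reporter cells seeded per well; Dosing: one dose, 20 µM compound, 1% DMSO; Times: compound stimulation 90 min at 25 °C, detection 60 min; Measured by: luminescent beta-gal fragment complementation, chemiluminescent substrate; Read-out: APJ–arrestin association signal; Controls: DMSO vs Apelin-13 10 nM.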
APJ antag: APJ receptor antagonism. P35414. CHO-K1 APJ beta-arrestin complementation, luminescence. inhibition, % at 20 µM. hit rate 0.32% among 330,000. AID 2521;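 active means inhibition above about 40% at 20 µM, limit read from the data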;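 further: cells challenged with 10 nM apelin-13 agonist together with compound; plate controls were apelin-13 plus DMSO wells for no effect and DMSO wells lacking apelin-13 for full effect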
697 NFkB inh: lowers PMA/ionomycin-induced NF-kB signal in 697 B cells; 697 B-cell NF-kB luciferase reporter, 16 h; inhibition, % at 4 µM; hit rate 0.33% among 330,000; AID 435022; in the data active means inhibition above about 35%
Mdm2-MdmX inh: inhibitors of human Mdm2/MdmX interaction; O15151+Q00987; inhibition, % at 8 µM; SaOS-2 split-luciferase Mdm2/MdmX complementation, luminescence; hit rate 3% among 330,000; AID 485346;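 active means inhibition of at least 50% at 8 µM in the primary screen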
Target sequence (O15151 whole entry, looked up): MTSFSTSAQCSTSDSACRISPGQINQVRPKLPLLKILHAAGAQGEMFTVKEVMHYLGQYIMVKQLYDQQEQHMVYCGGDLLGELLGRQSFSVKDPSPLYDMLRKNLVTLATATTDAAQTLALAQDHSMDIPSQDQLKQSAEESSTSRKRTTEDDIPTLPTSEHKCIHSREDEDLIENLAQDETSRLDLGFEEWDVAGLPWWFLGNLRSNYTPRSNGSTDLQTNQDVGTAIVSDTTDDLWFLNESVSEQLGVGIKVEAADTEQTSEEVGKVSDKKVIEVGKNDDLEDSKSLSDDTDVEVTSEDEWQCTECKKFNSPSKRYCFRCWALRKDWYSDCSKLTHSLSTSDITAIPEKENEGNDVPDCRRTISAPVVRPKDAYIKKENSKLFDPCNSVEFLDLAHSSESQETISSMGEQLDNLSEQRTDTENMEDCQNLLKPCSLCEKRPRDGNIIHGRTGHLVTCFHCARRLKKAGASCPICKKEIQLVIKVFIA
Target sequence (Q00987 whole entry, looked up): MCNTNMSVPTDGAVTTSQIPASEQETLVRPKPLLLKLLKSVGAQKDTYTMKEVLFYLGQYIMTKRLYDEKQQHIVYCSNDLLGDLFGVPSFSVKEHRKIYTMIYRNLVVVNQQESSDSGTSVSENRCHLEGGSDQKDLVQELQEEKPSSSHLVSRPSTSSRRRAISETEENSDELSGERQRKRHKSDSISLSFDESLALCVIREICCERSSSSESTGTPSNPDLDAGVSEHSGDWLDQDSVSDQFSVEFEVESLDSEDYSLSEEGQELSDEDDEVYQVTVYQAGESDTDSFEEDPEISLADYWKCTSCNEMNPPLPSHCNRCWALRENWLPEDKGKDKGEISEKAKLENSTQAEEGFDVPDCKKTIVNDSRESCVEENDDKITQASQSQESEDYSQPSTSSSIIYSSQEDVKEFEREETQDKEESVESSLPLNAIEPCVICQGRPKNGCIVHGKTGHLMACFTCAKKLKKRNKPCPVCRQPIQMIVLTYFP
UPR XBP1 act: activators of adaptive arm of unfolded protein response (XBP1) | AID 463104 | hit rate 0.33% among 330,000 | CHO-XBP1 luciferase reporter, IRE1-XBP1 UPR activation, luminescence; percent of tunicamycin response, DMSO as zero | activation, % at 20 µM;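 active means versus positive control, 20 µM dose yields 30% or more activation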;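 further: 100% = tunicamycin at 10 µg/mL and 0% = DMSO only wells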
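Assay system: IRE1-XBP1 luciferase reporter CHO line. Input: 1000 cells/well. Buffer or medium: F12 with 10% serum. Doses: 20 µM, 1% DMSO. Times: overnight seeding at 37 °C, 6 h compound treatment at 37 °C. Technique: Steady-Glo luciferase glow luminescence, 10 min after reagent addition.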
UPR CHOP act: activators of apoptotic arm of unfolded protein response (CHOP); activation, % at 10 µM; CHO-CHOP luciferase reporter, UPR activation, luminescence; percent of tunicamycin response over DMSO baseline; hit rate 0.34% among 330,000;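 active means at 10 µM dose, activation of 40% or more, normalized to positive control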;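 further: 100% = tunicamycin at 10 µg/mL and 0% = DMSO alone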
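Assay system: CHO-CHOP cells, stable luciferase reporter of PERK-eIF2a-CHOP signalling / Buffer or medium: F12 plus 10% serum / Compound dosing: one dose, 10 µM in 0.5% DMSO / Times: 6 h compound treatment, 37 °C / Technique: luciferase luminescence / Read-out: % reporter activation, DMSO baseline versus tunicamycin full activation / Benchmarks: tunicamycin and DMSO controls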
Jurkat NFkB inh: inhibitors of the PMA/ionomycin-induced NF-kB reporter in Jurkat cells; PMA/ionomycin-induced NF-kB luciferase reporter, luminescence; inhibition, % at 4 µM; hit rate 0.53% among 330,000; AID 435003; in the data active means inhibition above about 50%
An asterisk follows results filed as active; i = inactive.

SMILES	tim23-1 inh	APJ agonist	APJ antag	697 NFkB inh	Mdm2-MdmX inh	UPR XBP1 act	UPR CHOP act	Jurkat NFkB inh
CN(C)/C=N/c1c(C(=O)NCc2ccccc2)nnn1Cc1ccccc1	12	0	17	2	5	-3	-1.2	-6
CCCCNC(=O)c1ccc2c(OCC)n(CCCC)nc2c1	14	-2	14	9	-20	0	9.6	-5
Cc1cccn2c(=O)c(/C=C(\C#N)S(=O)(=O)c3ccccc3)c(N3CCCCC3)nc12	15	-9	-7	19	30	1	0.0	9
COc1ccc(Cn2c(=S)[nH]c3ccccc3c2=O)cc1	2	-4	12	10	29	-4	2.1	9
O=C(Cn1cnc(Cl)c1Cl)c1ccc(F)cc1	10	-3	9	4	-14	2	-3.5	-4
CC(C)c1cc(C(F)(F)F)n2nc(C(=O)Nc3ccc4c(c3)OCO4)cc2n1	3	-5	-9	-39	-29	0	1.5	-56
COc1ccc(C2(C)NC(=O)N(CC(=O)NC3(C#N)CCCCC3)C2=O)cc1 (stereo not drawn)	-1	3	-22	-6	-9	-5	0.9	14
CCOC(=O)C1CCN(C(=O)c2cc(S(=O)(=O)N3CCc4ccccc43)ccc2OC)CC1	20	11	9	-3	25	1	-0.1	7
Cc1cc(C)cc(NCc2ccncc2)c1	-1	-1	-35	5	17	-4	-0.4	-7
CC(OC(=O)c1ccc(-n2cnnn2)cc1)C(=O)Nc1ccccc1F (stereo not drawn)	5	-1	12	-2	2	-3	0.2	-3
O=c1[nH]c(N2CCN(Cc3ccc4c(c3)OCO4)CC2)nc2c1CCCC2	3	-1	27	16	16	-2	1.1	-15
COc1ccccc1NC(=S)N(Cc1ccccn1)Cc1ccccc1Cl	30	-4	18	7	10	-4	0.8	1
CCCNC(=O)c1ccc2c(=O)c(O)c(-c3ccc(C)cc3)[nH]c2c1	0	7	-99	-64	58*	0	0.6	10
O=C(Nc1ccccn1)c1ccc(=O)[nH]n1	-2	1	-18	6	23	-3	0.0	-4
CC[C@@H]1CCCCc2ccccc2[C@H](C(=O)C[C@H](O)CC(C)=O)OC1=O	12	-4	-3	5	26	-3	1.3	-2
CCOC(=O)c1sc(NC(=O)CN2C(=O)NC3(CCCCCCC3)C2=O)c(C(=O)OCC)c1C	6	-5	2	11	35	-1	0.9	-4
Cc1ccccc1Nc1c(F)c(F)c(F)c(F)c1C(=O)O	5	-1	-1	-6	-15	-1	2.4	-16
COc1cc(/C=N/NC(N)=O)cc([N+](=O)[O-])c1O	19	-6	13	-2	4	0	-1.0	7
O=C(COC(=O)c1cc(=O)[nH]c(=O)[nH]1)Nc1cccc(Cl)c1	-7	-2	-3	-1	-7	5	-0.4	-18
S=C(NCCSCc1ccccc1Cl)Nc1ccccc1	34	-2	18	20	-8	-4	-0.3	-7
O=C(NCc1ccc2c(c1)OCO2)c1ccco1	4	-3	7	22	20	-1	0.5	12
CC(C)(C)c1nnc(N/N=C/c2ccccc2O)n(N)c1=O	62*	0	-13	-40	59*	2	2.1	56*
O=C(CNC(=O)c1ccccc1F)NC1CCN(Cc2ccccc2)CC1	1	1	-35	4	9	4	-1.7	-17
Cc1ccc(C)c(C(=O)O/N=C(\N)c2ccc(Br)cc2)c1	86*	7	-39	-16	57*	0	0.0	-24
Cc1nc(-c2ccccc2)sc1C1(C)CC(c2ccccc2F)=NO1 (stereo not drawn)	9	0	14	-14	2	3	5.7	-23

Marked active in Mdm2-MdmX inh (from the list above):
Compound,APJ antag,697 NFkB inh,Mdm2-MdmX inh,Jurkat NFkB inh
CCCNC(=O)c1ccc2c(=O)c(O)c(-c3ccc(C)cc3)[nH]c2c1,-99,-64,58*,10
CC(C)(C)c1nnc(N/N=C/c2ccccc2O)n(N)c1=O,-13,-40,59*,56*
Cc1ccc(C)c(C(=O)O/N=C(\N)c2ccc(Br)cc2)c1,-39,-16,57*,-24

Continued:
SMILES	tim23-1 inh	APJ agonist	APJ antag	697 NFkB inh	Mdm2-MdmX inh	UPR XBP1 act	UPR CHOP act	Jurkat NFkB inh
Cn1c(SCc2ccc(Cl)cc2)nnc1-c1ccc2nonc2c1	2	-6	2	-4	20	1	1.9	6
Cc1ccc(Cl)cc1N(CC(=O)NC1CCCC1)C(=O)c1csnn1	3	1	-9	11	4	5	0.6	3
O=C(CN1C(=O)C(=O)N(Cc2ccccc2)C1=O)c1ccc[nH]1	10	-4	13	13	1	2	0.2	-31
COc1cccc(N2CCN(c3ncnc4c3cnn4-c3ccc(C)cc3C)CC2)c1	8	16*	-58	22	90*	-9	-6.6	87*
CC(=O)N1CCN(CC(C)(C)NS(=O)(=O)c2ccccc2)CC1	3	-3	1	-1	-10	2	0.4	0
CCCSc1cc(N2CCOCC2)nc(-c2ccccc2Cl)n1	28	-5	-1	-31	-7	0	-2.5	-8
Cc1ccc(S(=O)(=O)CCC(=O)OCc2nc(N)nc(Nc3ccccc3C)n2)cc1	10	-2	-9	3	26	-1	0.2	-11
COc1ccccc1NC(=O)C1=C(C)Nc2nc(CCCO)nn2C1c1ccc2c(c1)OCO2 (stereo not drawn)	-1	6	-7	-11	9	-2	-0.8	-13
COc1ccc(CCNC(=S)Nc2cccc3ccccc23)cc1	41	-2	-4	-8	64*	-5	1.8	-2
CC(=O)Nc1ccc(N/C=C/C(=O)c2ccc(Cl)cc2)cc1	20	-3	-1	-71	5	9	5.8	-42
CN1CCC(NC(=O)c2cc(-c3cccc(Br)c3)nc3ccccc23)CC1	11	-2	11	3	66*	5	3.1	2
CC(C)(C)C(=O)NC(NC(=S)Nc1ccc(S(N)(=O)=O)cc1)C(Cl)(Cl)Cl (stereo not drawn)	6	4	-9	28	19	-4	-1.4	7
S=c1[nH]nc(-c2cc(-c3ccco3)[nH]n2)n1-c1cccc2ccccc12	-2	-10	0	9	-15	-2	1.3	3
CCC(C)(C)NC(=O)c1ccc2c(c1)N(CC(=O)NC1CCCC1)C(=O)C(C)(C)O2	4	0	19	10	14	-5	-0.5	-2
OCCC1CN(Cc2ccsc2)CCN1C1CCCC1 (stereo not drawn)	1	-4	-1	11	6	-2	-0.5	6
COc1cc(C2N(C)C(=O)c3ccccc3N2C)ccc1O (stereo not drawn)	8	1	4	-2	14	0	-0.1	-21
Cc1cccc(N(C)S(=O)(=O)c2ccc3[nH]c(=O)c(=O)[nH]c3c2)c1	7	-2	8	29	14	-1	0.8	20
Cc1cc(C(=O)COC(=O)C2=COCCO2)c(C)n1-c1ccccc1	26	-2	13	-124	83*	-9	-8.3	-23
C/C(=N\NC(=O)c1cc(-c2cccc(OC(C)C)c2)nc2ccccc12)c1cccnc1	24	8	-5	-10	22	-4	5.0	-9
Nc1c(-c2ccccc2)cnc2c(-c3ccccc3)cnn12	9	0	-25	i	-161	-8	-2.4	-231
O=S(=O)(NCC(O)c1ccccc1)c1ccc(-c2ccccn2)s1 (stereo not drawn)	27	3	-9	-63	4	2	0.3	-9
O=C(/C=C/c1cccc([N+](=O)[O-])c1)NCCSCc1ccco1	20	0	-3	11	-19	1	0.9	13
Cn1c(=S)n(C)c2ccccc21	-4	0	4	0	19	-2	1.4	-4
CCOc1ccc(Nc2nc(N)c([N+](=O)[O-])c(N3CCN(C)CC3)n2)cc1	18	-3	5	2	1	4	1.3	-1
CCCCc1ccc(NC(=S)NCCO)cc1	-13	-4	-9	5	18	1	1.7	-7
SMILES	tim23-1 inh	APJ agonist	APJ antag	697 NFkB inh	Mdm2-MdmX inh	UPR XBP1 act	UPR CHOP act	Jurkat NFkB inh
COc1ccc(S(=O)(=O)NNC(=O)c2ccc(-n3c(C)ccc3C)cc2)cc1	-14	-5	-3	10	-3	1	0.4	0
CC(C)NC(=O)C(Cc1ccccc1)N1C(=O)c2ccccc2C1=O (stereo not drawn)	19	-1	6	-19	2	-4	-1.0	-10
COc1ccc(S(=O)(=O)N(C)C[C@@H]2Oc3ccc(NS(C)(=O)=O)cc3C(=O)N([C@@H](C)CO)C[C@H]2C)cc1	-7	1	-2	-14	-11	-2	1.0	-20
Cc1ccccc1C(=O)OCCN1CCOCC1	-4	-4	8	16	-20	-1	0.9	7
COc1ccc(/C=N/NC(=O)C(=O)NCC2CCCO2)cc1 (stereo not drawn)	18	-1	-14	9	-14	-1	0.6	-2
CC(Sc1nc2c(c(=O)[nH]1)CCCC2)C(=O)Nc1ccc(S(N)(=O)=O)cc1 (stereo not drawn)	-4	-3	11	5	3	-5	0.0	7
N/C(=N\OC(=O)c1cc([N+](=O)[O-])ccc1Cl)c1cccnc1	14	9	-34	11	38	4	0.3	3
Cc1ccc(S(=O)(=O)N2CCN(Cc3ccccn3)CC2)cc1	3	-2	10	13	4	-2	3.6	-8
CN(C)c1ncnc2c1NC1=C(S2)C(=NCCCC(=O)O)CC(C)(C)C1	2	1	-5	-1	1	-4	0.4	4
CCN(CC(=O)NC(C)C)C(=O)c1cc(S(=O)(=O)N2CCCCC2)ccc1N1CCCCC1	11	-3	2	-6	3	3	0.7	6
CCN1CCCC1CNC(=O)c1cc(S(=O)(=O)N(C)C)ccc1Cl (stereo not drawn)	-2	-2	9	13	6	-2	-2.1	6
CN(C)C(=O)C1C2NC(=S)N(c3cccc(Cl)c3)C1(C)Oc1ccc(Cl)cc12 (stereo not drawn)	16	-1	1	-4	19	-3	-0.2	-4
CN1C(=O)N(CC(=O)N2CCN(c3ccccc3F)CC2)C(=O)C12CCCCC2	-4	-2	-6	20	6	-2	0.5	4
COc1ccc(-n2nc(C(=O)NCC(=O)N3CCOCC3)c3ccccc3c2=O)cc1OC	-1	0	10	-1	-10	-7	0.1	14
Cc1cc2oc(C(=O)N3CCN(CCc4ccccn4)CC3)c(C)c2cc1C	23	9	4	15	15	-2	0.2	12
C/C(CC(=O)Nc1cccc(C(F)(F)F)c1)=N\NC(=O)c1cnccn1	21	-2	16	1	-14	2	1.6	4
Cc1ccc2cc(CN(CCCO)S(=O)(=O)c3cccc4nsnc34)c(=O)[nH]c2c1	2	4	-4	-2	14	7	1.3	-16
CCOC(=O)C1CCN(C(=O)c2cccc(NC3=NC4CS(=O)(=O)CC4S3)c2)CC1 (stereo not drawn)	1	-1	13	18	1	-1	1.4	-1
C=CCN1C(=O)C(O)(CC(=O)c2ccc(Cl)cc2)c2ccccc21 (stereo not drawn)	34	-4	3	25	5	-1	-3.3	13
CCN(CC)S(=O)(=O)c1ccc(NC=C(C#N)C#N)cc1	-3	-1	-21	5	8	2	-0.1	-1
CCn1c(CNC(=O)COC)nc2ccccc21	22	1	6	4	-30	0	1.5	3
CCC1=NNc2cccc3c(OC)ccc1c23	7	0	-35	2	62*	4	0.7	6
COc1cc(/C=N\n2nnnc2N)ccc1OCc1ccc(F)cc1	1	3	5	1	7	5	1.8	-30

A run of entries taken from the entries so far:
SMILES	tim23-1 inh	APJ agonist	APJ antag	697 NFkB inh	Mdm2-MdmX inh	UPR XBP1 act	UPR CHOP act	Jurkat NFkB inh
COc1ccc(S(=O)(=O)NNC(=O)c2ccc(-n3c(C)ccc3C)cc2)cc1	-14	-5	-3	10	-3	1	0.4	0
CC(C)NC(=O)C(Cc1ccccc1)N1C(=O)c2ccccc2C1=O (stereo not drawn)	19	-1	6	-19	2	-4	-1.0	-10
